MITF inh: blocks human microphthalmia-associated transcription factor; AlphaScreen MITF homodimerization, bead proximity signal; inhibition, % at 2.6 µM; actives 0.91% (n = 650,000); in the data active = inhibition above about 50%;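 also: 0% = vehicle wells with protein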
GPR151 ag: activates the human receptor GPR151; actives 1% (n = 650,000); Q8TDV0; AID 1508602; activation, % at 11.2 µM; PathHunter beta-arrestin GPR151 cells, luminescence; in the data active = activation above about 4.9%;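 also: 0% = median of compound wells and 100% = cells with positive control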
TEAD-YAP inh: TEAD-YAP interaction inhibition | HEK-TIYL cells, TEAD-Gal4/YAP UAS-luciferase luminescence | actives 1.4% (n = 640,000) | inhibition, % at 9.12 µM; in the data active = inhibition above about 32%;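 also: 0% = median of test compound wells and 100% = reference inhibitor wells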
FBW7 act: activators of human E3 ligase FBW7; AID 1259310; normalized activity (activation), % at 26.1 µM; Q969H0; AlphaScreen FBW7–phospho-cyclin E peptide binding, activator screen; actives 0.13% (n = 650,000); in the data active = normalized activity above about 1.9%;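 also: purified mutant Fbw7 with reduced substrate affinity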
Target sequence (Q969H0 whole entry, looked up): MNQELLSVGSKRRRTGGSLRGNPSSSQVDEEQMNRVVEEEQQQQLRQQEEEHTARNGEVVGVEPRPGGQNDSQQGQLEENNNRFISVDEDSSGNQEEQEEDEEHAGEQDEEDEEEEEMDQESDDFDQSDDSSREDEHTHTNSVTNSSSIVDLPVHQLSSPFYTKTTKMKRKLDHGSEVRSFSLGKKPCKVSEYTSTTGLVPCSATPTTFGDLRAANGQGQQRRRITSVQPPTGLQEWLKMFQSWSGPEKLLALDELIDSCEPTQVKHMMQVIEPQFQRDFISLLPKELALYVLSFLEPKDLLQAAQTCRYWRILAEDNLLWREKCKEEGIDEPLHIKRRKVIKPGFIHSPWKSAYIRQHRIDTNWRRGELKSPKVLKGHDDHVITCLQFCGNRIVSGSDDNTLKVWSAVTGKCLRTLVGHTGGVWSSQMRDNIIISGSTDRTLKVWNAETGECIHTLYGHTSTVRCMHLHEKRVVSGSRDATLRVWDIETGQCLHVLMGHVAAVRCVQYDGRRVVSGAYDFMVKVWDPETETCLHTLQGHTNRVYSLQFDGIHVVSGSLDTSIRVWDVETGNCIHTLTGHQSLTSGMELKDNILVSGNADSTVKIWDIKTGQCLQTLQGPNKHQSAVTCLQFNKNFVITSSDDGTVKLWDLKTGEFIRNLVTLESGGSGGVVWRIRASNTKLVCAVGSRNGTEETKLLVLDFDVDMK
* = called active by the depositor.

SMILES	MITF inh	GPR151 ag	TEAD-YAP inh	FBW7 act
Cc1cccc(CN2CCN3C(=O)[C@H](Cc4c[nH]c5ccccc45)NC(=O)[C@H]3C2)n1	22	-1.3	6	0.5
CCOCCCNc1nc(C(F)(F)F)nc2c1nnn2Cc1ccccc1Cl	-3	0.8	7	0.1
CC(C)CC(=O)N(CC(C)C)c1nnc(-c2cccnc2)s1	22	-0.9	3	0.9
CCOC(=O)C1=C(CN(CCOC)Cc2ccco2)NC(=O)NC1c1ccc(Cl)cc1 (stereo not drawn)	-2	-0.3	12	-0.1
COc1cc(C(=O)Nc2cc3cc([N+](=O)[O-])ccc3oc2=O)cc(OC)c1OC	12	-0.2	-8	0.3
Cc1cc(C)nc(NS(=O)(=O)c2ccc(N=NN3CCOCC3)cc2)n1	2	-0.4	1	0.0
COc1cccc2cc(-c3n[nH]c(=S)n3C)oc12	2	0.8	-2	-0.1
COc1cc([N+](=O)[O-])ccc1-c1ccc(/C=C2/SC(=Nc3ccc(C)cc3C)NC2=O)o1	3	0.4	5	-0.1
COc1cccc(C(=O)NCc2nc(-c3ccccc3)no2)c1OC	0	-0.9	-17	0.0
COc1ccc(-c2[nH]nc3c2C2(C(C#N)=C(N)O3)c3ccccc3-c3ccccc32)cc1	8	0.6	-1	0.0
O=C(Nc1cccc(-c2nc3ccccc3c(=O)o2)c1)C1CCCCC1	-4	-0.8	-6	0.0
O=C(O)CSc1nc(-c2ccccc2)cc(=O)[nH]1	3	-1.5	1	0.7
O=C1OC(c2ccccc2)/C(=C(\O)c2ccc(Cl)cc2)C1=O (stereo not drawn)	13	-0.1	-9	0.4
CCOC(=O)N1CCN(C(=O)CCN2C(=O)/C(=C/c3cccs3)SC2=S)CC1	15	0.1	0	-0.3
CC(C)N(C(=O)CSc1nnc(Cc2ccccc2F)n1N)C(C)C	20	0.0	-3	0.6
Cc1ccc(S(=O)Cc2ccc(C(=O)N3CCN(c4ccccc4)CC3)o2)cc1 (stereo not drawn)	2	0.4	50*	0.1
O=C(CCC(=O)NCc1ccccc1)NCc1ccccc1	-70	0.5	23	1.8
CCOC(=O)c1ccc2c(c1)C1C=CCC1C(c1ccccc1[N+](=O)[O-])N2 (stereo not drawn)	15	-0.3	6	0.1
CC(=O)NC1=NC(=O)/C(=C/c2cn(CC(=O)O)c3ccccc23)S1	15	-0.4	2	0.0
O=C(NCC(c1cccs1)S(=O)(=O)c1ccc(Cl)cc1)c1ccco1 (stereo not drawn)	70*	2.5	-3	1.6
N#CC1=C(N)Oc2c(sc3ccccc23)C1c1ccccc1OC(=O)c1cccc(Cl)c1 (stereo not drawn)	-10	0.0	0	-0.4
CC(=O)Nc1ccc(Nc2nc(-c3c(C)nc4sccn34)cs2)cc1	8	0.9	48*	-0.1
CC(=O)N1N=C(c2c(C)nc3ccc(Cl)cc3c2-c2ccccc2)CC1c1ccccc1 (stereo not drawn)	-1	-0.1	-7	-0.1
Nc1cc(C(=O)OCC(=O)Nc2ccc3c(c2)OCO3)ccc1Cl	9	0.9	5	0.0
Cc1cc([N+](=O)[O-])ccc1NC(=O)/C=C/c1ccc(F)cc1	16	0.5	-4	0.0
C=C1C2(C(=O)NCc3ccccn3)CCC(C2)C1(C)C (stereo not drawn)	4	-0.1	4	-0.1
NC(=O)c1ccc(-c2cc(Nc3ccc(Oc4ccccc4)cc3)nc(N)n2)cc1	3	-0.6	5	0.1
CCCc1nnc(SCC(=O)Nc2nc3c(s2)CCCC3)n1CCOC	11	-1.2	3	0.1
COc1cc(Nc2cc(NCCOc3ccccc3)nc(N)n2)cc(OC)c1OC	14	-1.4	-5	-0.1
CC(C)(C)c1ccc(C(=O)N2CCCCC(S(=O)(=O)c3ccccc3)C2=O)cc1 (stereo not drawn)	-9	-1.1	-8	-0.3

2 of the compounds above, with two lines to a compound.
Fields – MITF inh	GPR151 ag	TEAD-YAP inh	FBW7 act
> COc1cc(Nc2cc(NCCOc3ccccc3)nc(N)n2)cc(OC)c1OC
  14	-1.4	-5	-0.1
> CC(C)(C)c1ccc(C(=O)N2CCCCC(S(=O)(=O)c3ccccc3)C2=O)cc1 (stereo not drawn)
  -9	-1.1	-8	-0.3

(next part)
SMILES	MITF inh	GPR151 ag	TEAD-YAP inh	FBW7 act
Cc1nc(NCc2ccccn2)c2c(-c3cccs3)csc2n1	14	1.0	0	0.2
Cc1ccc2[nH]c(=O)c(CN(CCO)C(=O)Nc3ccccc3)cc2c1	10	-0.7	6	0.2
Cc1c(C(=O)N/N=C/c2ccc(O)cc2)nnn1-c1nonc1N	19	-1.7	-1	0.3
CCOC(=O)NN1C(=O)c2ccccc2NC1c1cccnc1 (stereo not drawn)	-8	0.6	0	-0.1
CC1CN(CC(=O)NCC(c2cccnc2)N2CCOCC2)Cc2cc(Cl)ccc2O1 (stereo not drawn)	7	-1.1	4	0.2
Cc1c(N=Cc2ccc(N3CCCCC3)c([N+](=O)[O-])c2)c(=O)n(-c2ccccc2)n1C	16	3.9	15	-0.1
Cc1ccc(C2=N/C(=C\c3ccccc3)C(=O)O2)cc1[N+](=O)[O-]	-3	-0.6	-4	0.6
Cc1c(Br)cc(C(=O)NCCCN2CCOCC2)c(C)c1C	13	1.7	7	0.1
O=C(O)C1CSC(c2ccoc2)N1 (stereo not drawn)	1	-0.1	-3	-0.1
Cc1ccccc1NC1=C(Cl)C(=O)OC1NC(=O)c1ccccc1 (stereo not drawn)	20	-0.8	2	0.0
Cc1ccc(C(=O)NCc2cccnc2)c(Cl)c1	1	0.3	-6	0.1
Cc1cccc(N(CC(=O)N2CCN(C)CC2)S(=O)(=O)c2ccccc2)c1	1	-0.7	0	0.1
O=C(CSc1nc2ccsc2c(=O)n1-c1ccccc1)Nc1ccccc1Cl	2	0.9	7	0.0
COC(=O)C(CC(C)C)N1C(=O)c2ccc3c4c(ccc(c24)C1=O)CC3 (stereo not drawn)	11	-1.4	5	1.8
CCC(O)(C#CCN1CCCC1)CC	14	1.1	-3	0.7
CCOC(=O)c1ccc(NCN2C(=O)C(=O)c3ccccc32)cc1	3	0.1	8	-0.1
CC1(NC(=S)NCc2ccccc2)CCS(=O)(=O)C1 (stereo not drawn)	-8	0.5	5	0.0
Cc1cc(I)ccc1S(=O)(=O)N1CCN(c2ccc(F)cc2)CC1	1	-0.1	-6	0.4
COc1cc2c(cc1NC(=O)CCN1C(=O)c3ccccc3C1=O)oc1ccccc12	-9	-0.8	-4	0.0
CCOC(=O)c1c(Nc2nc3ccccc3nc2N2CCOCC2)sc2c1CCCC2	2	1.2	4	0.1

An excerpt from above in order of heavy-atom count, smallest number first.
SMILES	MITF inh	GPR151 ag	TEAD-YAP inh	FBW7 act
O=C(O)C1CSC(c2ccoc2)N1 (stereo not drawn)	1	-0.1	-3	-0.1
CCC(O)(C#CCN1CCCC1)CC	14	1.1	-3	0.7
Cc1ccc(C(=O)NCc2cccnc2)c(Cl)c1	1	0.3	-6	0.1
CC1(NC(=S)NCc2ccccc2)CCS(=O)(=O)C1 (stereo not drawn)	-8	0.5	5	0.0
Cc1c(Br)cc(C(=O)NCCCN2CCOCC2)c(C)c1C	13	1.7	7	0.1
Cc1ccc(C2=N/C(=C\c3ccccc3)C(=O)O2)cc1[N+](=O)[O-]	-3	-0.6	-4	0.6
CCOC(=O)c1ccc(NCN2C(=O)C(=O)c3ccccc32)cc1	3	0.1	8	-0.1
COC(=O)C(CC(C)C)N1C(=O)c2ccc3c4c(ccc(c24)C1=O)CC3 (stereo not drawn)	11	-1.4	5	1.8
Cc1cccc(N(CC(=O)N2CCN(C)CC2)S(=O)(=O)c2ccccc2)c1	1	-0.7	0	0.1
O=C(CSc1nc2ccsc2c(=O)n1-c1ccccc1)Nc1ccccc1Cl	2	0.9	7	0.0
Cc1c(N=Cc2ccc(N3CCCCC3)c([N+](=O)[O-])c2)c(=O)n(-c2ccccc2)n1C	16	3.9	15	-0.1

(list continues)
SMILES	MITF inh	GPR151 ag	TEAD-YAP inh	FBW7 act
CCCCCc1ccc(OC(=O)c2cccc(C(=O)Oc3ccc(CCCCC)cc3)n2)cc1	14	1.8	3	0.4
Cc1nc(N(CCC#N)CCC#N)sc1C	3	0.0	1	-0.1
COc1ccccc1-n1ncc2c(C(C)C)nnc(SCC(=O)NC(C)C)c21	3	3.0	5	0.0
CCOC(=O)c1cnc2cc(C(F)(F)F)ccc2c1Nc1ccc(C)c(F)c1	-6	-0.4	-11	-0.1
CC(=O)/C=C/c1ccc(OCc2ccccc2)cc1	8	-4.5	44*	-0.1
CC(C)(C)OC(=O)N1CCC(N)(C(=O)O)CC1	3	-0.1	6	0.3
COc1ccc(NC(=O)CSc2nnc(CNC(=O)c3ccco3)n2-c2cccc(C(F)(F)F)c2)cc1	-8	-0.4	1	0.0
COC(=O)c1cc(OC)c(OC)c(OC)c1NS(=O)(=O)c1ccc([N+](=O)[O-])cc1	1	-0.2	14	0.0
CCN1CCCC1CNC(=O)c1ccc2c(c1)NC(=O)/C(=C\c1ccccc1Cl)S2 (stereo not drawn)	2	0.8	6	-0.2
COc1ccc(C(=O)C(OC(=O)c2ccccc2NC(=O)c2cccc([N+](=O)[O-])c2)c2ccccc2)cc1 (stereo not drawn)	15	-0.1	-11	0.2
O=C(CN1C(=O)CSC1=O)c1ccccc1	7	1.8	6	-0.3
CCCCNC(=O)C1c2ccccc2C(=O)N(CCOC)C1c1c[nH]c2ccccc12 (stereo not drawn)	20	-0.4	1	1.1
CCCS(=O)(=O)N1CCCC(C(=O)N2CCC(C(N)=O)CC2)C1 (stereo not drawn)	-7	2.8	-2	0.2
O=C(NC1CCCC1)c1cccnc1N1CCOCC1	6	-0.2	-4	0.5
CCOc1ccccc1NC(=O)Cn1cnc2c(cnn2C(C)(C)C)c1=O	-3	-0.3	10	-0.1
COC(=O)c1cn(NC(=O)c2cccc(F)c2)c(=O)c2ccccc12	17	-0.6	-7	1.3
CCCCC(=O)Nc1c2c(nn1-c1ccc([N+](=O)[O-])cc1)CSC2	6	0.2	5	-0.1
Cc1cccn2c(=O)c3cc(C(=O)NCc4ccco4)sc3nc12	-8	-0.7	-1	0.0
Cc1c(CCNS(=O)(=O)c2cccs2)sc2nc(-c3ccc(F)cc3)nn12	1	-1.1	15	0.8
NNC(=O)CNc1c(-c2ccsc2)nc2ccccn12	0	0.3	52*	0.0
N#Cc1cc2c(nc1SCC(=O)NCCc1ccccc1)CCCC2	21	0.1	4	0.6
CC(=O)N1c2c(cc(Br)cc2S(=O)(=O)NC2CCCCCC2)CC1C (stereo not drawn)	-4	0.6	7	0.0
Cc1ccc2cc(C#N)c(SCC(=O)Nc3ccc(N4CCOCC4)cc3)nc2c1	16	-0.2	-6	0.0
O=C1CC(c2ccc3c(c2)OCO3)CC2=C1C(c1ccccc1OCc1ccccc1)Nc1ccccc1N2 (stereo not drawn)	-2	3.6	-4	-0.1
Cc1sc2nc(C3CC3)nc(NCCNC(=O)c3cccc(F)c3)c2c1C	-6	-0.3	-13	0.0
CN(c1ccccc1)c1nnc(-c2ccc(NC(=O)Cc3cccs3)cc2)s1	14	-0.2	-11	0.7
CC1CCCCN1C(=O)c1ccc2ccccc2n1 (stereo not drawn)	0	-0.2	4	-0.1
C/C(=N\NC(=O)c1cc2ccccc2cc1O)c1ccc(F)cc1	-12	-1.2	-2	0.1
CC(Sc1nnc(-c2ccncc2)o1)C(N)=O (stereo not drawn)	5	-1.5	1	-0.1
COc1cccc(OC)c1C(=O)NCCc1ccccc1	12	1.0	1	0.1
COc1cc(OC)cc(C(=O)Nc2cccc(-c3nc4ccccc4s3)c2)c1	0	1.4	-6	-0.3
Cc1ccc2c(c1)/C(=C/c1ccc([N+](=O)[O-])cc1)c1cccnc1-2	5	1.3	8	0.0
COc1ccccc1C(=O)N/C(=C\c1ccc2c(c1)OCO2)C(N)=O	1	6.4*	-9	0.0
COc1ccc(CCNc2nc(Nc3ccc(C(F)(F)F)cc3)nc3c2ncn3CCN2CCCC2=O)cc1	10	1.4	3	0.1
Cc1occc1C(=O)Nc1ccc(Cl)cc1Cl	4	0.6	-33	0.1
CC(C)(C)NC(=O)CSc1nnc2n1CCN2c1ccccc1	11	0.1	4	0.0
O=C(CN1C(=O)c2ccccc2C1=O)NC(c1ccccc1)c1ccccc1	18	-0.4	-8	0.2
Cn1c(=O)cc(N)n(-c2ccccc2)c1=O	6	2.2	8	-0.2
O=C1CCCN1CCCNc1nc(NCc2cccc(C(F)(F)F)c2)c2ncn(-c3ccccc3)c2n1	25	-1.8	-6	0.1
CC1=C(C(=O)Nc2ccc(Cl)cc2)C(c2ccccc2C)C(C#N)=C(SCC(=O)c2cccs2)N1 (stereo not drawn)	8	-0.9	-2	0.1
CCCc1nc(SCC(=O)N2CCCCC2)c2ccccc2n1	1	0.3	1	0.0
CSCCC(NC(=O)C1CCC(C)CC1)C(=O)N1CCN(c2ccccn2)CC1 (stereo not drawn)	8	-1.0	12	0.1
O=[N+]([O-])c1cc(C(F)(F)F)ccc1N1CCN(S(=O)(=O)c2cccc3nonc23)CC1	14	-1.3	6	0.0
CCOc1ccc(S(=O)(=O)N/N=C/c2cccc3ccccc23)cc1	14	-2.9	-5	0.2
O=C(CNCCCN1CCOCC1)Nc1ccccc1N1CCOCC1	84*	-0.5	-2	-0.1
O=c1c2ccccc2c(C=NCc2ccccc2)c(O)n1Cc1ccccc1	3	-0.9	5	-0.2
CCOC(=O)Cn1c(=O)c(-c2ccccc2NC)nc2ccccc21	-1	-0.8	5	-0.2
CCOc1ccccc1NC(=O)c1c(Cl)ccc(Cl)c1OC	11	0.1	7	0.0

Screening results from PubChem BioAssay.
